# Compound activity (PubChem)
# NCOA1 inh = SRC1 coactivator transcriptional activity inhibitors, primary screen, cell-based, luminescence; HEK293 GAL4-SRC1 luciferase reporter; inhibition, % at 3.6 µM; 360,000 tested, 0.12% active; AID 588354, 2011;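 active = inhibition above the campaign mean plus 3 SD, with each screening campaign given its own cutoff, cut at about 60% in these data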;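 note: 0% = DMSO treated cells and 100% = gossypol at 36 µM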
# NR5A2 inv ag = LRH-1 (NR5A2) inverse agonists, primary screen, cell-based, luminescence, HEK293T, StAR-luciferase reporter. AID 602396, 2012. LRH-1 transfected, 24 h. inhibition, % at 3.6 µM. Nuclear receptor subfamily 5 group A member 2 (Homo sapiens), O00482. 360,000 tested, 0.13% active;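 active = inhibition above the mean inhibition of all tested compounds plus 3 SD, cut at about 73% in these data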;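 note: 0% = DMSO wells and 100% = reporter-only cells lacking LRH-1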
# TRAIL sens C8 = viability loss with TRAIL in NB7+C8 cells, primary screen, TRAIL sensitizer project, cell-based, ATPlite luminescence; inhibition (viability loss, TRAIL sensitization), % at 10 µM; 360,000 tested, 1% active;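 active = compounds causing at least 50% loss of cell viability in the single-dose screen, relative to plate controls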
# NR2F2 inh = NR2F2 transcriptional activity inhibitors, primary screen, cell-based, luciferase reporter, HEK293T, luminescence; HEK293T NGFI-A luciferase reporter; inhibition, % at 8.6 µM; 370,000 tested, 0.7% active;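 active = inhibition above a per-plate cutoff, mean inhibition of test wells between control levels plus 3 SD, cut at about 38% in these data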;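 note: cells cotransfected with COUP-TFII expression vector driving the NGFI-A reporter; 0% = median of COUP-TF2 test wells and 100% = reporter-only cells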
# Target sequence (P24468 whole entry, looked up): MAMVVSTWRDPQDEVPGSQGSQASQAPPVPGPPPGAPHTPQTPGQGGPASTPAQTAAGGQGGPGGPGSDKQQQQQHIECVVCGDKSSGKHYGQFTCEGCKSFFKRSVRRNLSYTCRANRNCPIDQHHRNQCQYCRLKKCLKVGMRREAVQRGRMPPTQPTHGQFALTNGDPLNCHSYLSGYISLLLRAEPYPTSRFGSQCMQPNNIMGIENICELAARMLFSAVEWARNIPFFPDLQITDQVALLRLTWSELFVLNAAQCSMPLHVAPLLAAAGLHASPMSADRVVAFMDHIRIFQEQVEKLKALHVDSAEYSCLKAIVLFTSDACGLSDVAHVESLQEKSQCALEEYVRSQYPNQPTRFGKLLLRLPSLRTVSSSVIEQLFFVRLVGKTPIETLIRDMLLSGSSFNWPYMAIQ
# SRC2 inh = inhibition of GAL4-SRC2 driven luciferase reporter, primary screen, SRC2 inhibitor project, cell-based, luminescence; Nuclear receptor coactivator 2 (Homo sapiens), Q15596; HEK293 GAL4-SRC2 luciferase reporter; inhibition, % at 9 µM; 370,000 tested, 0.17% active; AID 651957, 2012;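 active = inhibition above the mean inhibition of all tested compounds plus 3 SD, set per campaign, cut at about 52% in these data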;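 note: 0% = DMSO treated cells and 100% = cells given Gossypol at 36 µM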
# LMP1 NFkB inh = EBV LMP1-driven NF-kappaB luciferase reporter inhibitors, primary screen, cell-based, luminescence, single point; AID 504558, 2011; LMP1-induced NF-kappaB luciferase reporter cells; inhibition, % at 12.5 µM; 350,000 tested, 0.69% active; in the data active = inhibition above about 41%;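 note: 0% = neutral control wells and 100% = reference inhibitor control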
# TWEAK-Fn14 inh = inhibitors of TWEAK-Fn14 signaling, primary screen, luciferase reporter cells, uHTS; TWEAK-stimulated Fn14 reporter cells, luciferase luminescence, 8 h; inhibition, % at 10 µM; 360,000 tested, 2% active; in the data active = inhibition above about 50%
# NCOA3 inh = SRC3 coactivator transcriptional activity inhibitors, primary screen, cell-based, luminescence. inhibition, % at 3.6 µM. AID 588352, 2011. Nuclear receptor coactivator 3 (Homo sapiens), Q9Y6Q9. 360,000 tested, 0.17% active. HEK293 GAL4-SRC3 luciferase reporter;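 active = inhibition above a per-campaign cutoff, the mean of all compounds plus 3 SD, cut at about 60% in these data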;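 note: 0% = DMSO-treated cells and 100% = gossypol-treated cells at 36 µM; higher means less SRC3-driven luciferase light from the GAL4 reporter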
# NOD2-RIPK2 inh = NOD2-RIPK2 binding disruptors in cells, primary screen, fluorescence, CHO cells, BLA complementation; CCF4 ratio; AID 624267, 2012; 360,000 tested, 0.38% active; inhibition, % at 4.98 µM; Receptor-interacting serine/threonine-protein kinase 2 (Homo sapiens), O43353; in the data active = inhibition above about 21%;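 note: 0% = vehicle only and 100% = reference blocker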
# Target sequence (O43353 whole entry, looked up): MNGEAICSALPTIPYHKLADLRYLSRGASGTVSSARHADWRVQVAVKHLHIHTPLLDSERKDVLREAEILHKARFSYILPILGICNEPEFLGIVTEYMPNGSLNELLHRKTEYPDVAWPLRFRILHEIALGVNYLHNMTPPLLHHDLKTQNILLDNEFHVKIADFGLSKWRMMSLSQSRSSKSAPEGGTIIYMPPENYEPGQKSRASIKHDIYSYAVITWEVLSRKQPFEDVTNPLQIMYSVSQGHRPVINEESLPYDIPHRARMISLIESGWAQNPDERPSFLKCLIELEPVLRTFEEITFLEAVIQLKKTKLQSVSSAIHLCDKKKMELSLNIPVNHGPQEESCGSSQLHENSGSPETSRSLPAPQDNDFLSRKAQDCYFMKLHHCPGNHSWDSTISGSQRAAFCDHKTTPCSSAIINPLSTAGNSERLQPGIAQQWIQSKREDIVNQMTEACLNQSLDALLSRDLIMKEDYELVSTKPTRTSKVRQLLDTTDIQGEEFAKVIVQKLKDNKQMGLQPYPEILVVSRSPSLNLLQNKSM
# TROY NFkB inh = inhibitors of TROY-driven NF-kB signaling, primary screen, Q293 LMP1-TROYcd cells, NF-kB luciferase, uHTS; Q293 LMP1-TROYcd NF-kB luciferase reporter, 4 h; inhibition, % at 10 µM; 360,000 tested, 0.98% active;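 active = compounds whose plate-normalised and pattern-corrected inhibition of the luciferase reporter signal at the single screening dose is 50% or more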
# TLR9-MyD88 inh = inhibitors of TLR9-MyD88 association in cells, primary screen, cell-based, CHO, BLA complementation, fluorescence | inhibition, % at 4.98 µM | CCF4 FRET ratio | 340,000 tested, 0.21% active | Toll-like receptor 9 (Homo sapiens) + Myeloid differentiation primary response protein … | AID 504734, 2011;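 active = inhibition above the mean over all tested compounds plus 3 SD, cut at about 21% in these data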;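 note: 0% = DMSO only wells and 100% = clavulanate BLA inhibitor control wells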
# * marks the source's active call; other numbers are inactive results; x = no result given.
# Values run as follows: TROY NFkB inh	NCOA1 inh	NOD2-RIPK2 inh	NR2F2 inh	NCOA3 inh	TRAIL sens C8	LMP1 NFkB inh	TWEAK-Fn14 inh	TLR9-MyD88 inh	NR5A2 inv ag	SRC2 inh
CCCS(=O)(=O)NC(=O)C1(C)CCN(C(=O)c2ccc(C#N)cc2)C1 (stereo unspecified)
 : -5	-4	-3	-25	-17	-6	x	-2	x	-3	7
Cc1ccc(S(=O)(=O)Cc2csc(N)n2)cc1
 : 13	-12	-7	-10	-10	-3	7	3	2	-3	-32
COc1ccc(-c2c(C)nn3c(N)c(C#N)cnc23)cc1OC
 : -6	-26	-3	-55	-30	-5	-6	50*	-8	12	-13
CC(Sc1nnc(-c2cccs2)n1Cc1ccccc1)C(=O)NCc1ccc2c(c1)OCO2 (stereo unspecified)
 : -16	2	3	19	5	-1	2	17	-9	14	-25
CSc1nc2ccccc2cc1/C=C(\C#N)c1cccc(Cl)c1
 : 2	7	13	11	2	9	24	24	3	0	-7
CCOC(=O)c1sc(NC(=S)NC(=O)C2CCCC2)cc1C
 : -22	-20	0	-5	-11	-15	-3	12	1	-8	-21
O=C(CCCC(=O)NNC(=O)Nc1ccccc1)NNC(=O)Nc1ccccc1
 : -15	2	-10	7	-4	6	-5	-15	x	8	-16
CC1(C2CC2)NC(=O)N(CC(=O)Nc2ccc(F)cc2F)C1=O (stereo unspecified)
 : 16	-12	-8	4	-24	-8	3	-8	-5	12	20
C=CCn1c(COc2ccc(Cl)cc2)nnc1SCc1ccc(C#N)cc1
 : 25	-16	9	-4	19	2	-4	6	0	-3	7
CC1(C)CC(c2nc(-c3ccc([N+](=O)[O-])cc3)cs2)CCO1 (stereo unspecified)
 : -21	-9	8	8	-29	-3	4	6	-3	16	-10
O=C(O)c1cccc(Nc2cc(Cl)c3nonc3c2[N+](=O)[O-])c1
 : -35	19	-1	-17	7	-1	0	7	0	7	0
O=C(NNc1ncnc2c1cnn2-c1ccc(F)cc1)c1ccco1
 : 4	14	-5	-2	10	-8	7	22	2	-5	-36
Cc1nn(-c2ccccc2)c2sc(C(=O)NC3CC3)cc12
 : -60	-52	1	7	-39	5	-4	-24	-5	-36	-40
O=c1[nH]c2ccccc2cc1CN(CC1CCCO1)S(=O)(=O)c1ccccc1 (stereo unspecified)
 : -2	1	-7	6	-1	-2	-5	2	4	-4	4
COc1cc(C(=O)OCC(=O)N2CCCC2)cc(OC)c1OC
 : 18	-2	-6	0	15	-3	12	6	-9	13	-9
CC(CCc1ccco1)NC(=O)CSc1cc(=O)n(C)c2ccccc12 (stereo unspecified)
 : 2	-10	-2	11	5	-1	-5	4	9	2	0
Cc1ccc(F)cc1NC(=O)CN1CCN(Cc2ccccc2)CC1
 : -7	12	-2	4	0	15	15	4	-10	-15	16
Cc1ccc2[nH]c(-c3ccccc3)c(CN3CCCC3)c(=O)c2c1
 : -2	-22	14	3	-4	0	1	-2	-7	-28	-37
C[C@H](CO)N1C[C@H](C)[C@H](CN(C)C(=O)c2ccccc2)OCc2ccccc2-c2c(n(C)c3ccccc23)C1=O
 : 4	4	8	0	-5	2	-12	7	8	8	-12
COc1ccc(CN(C)C(=O)CNC(=O)c2sc3ccccc3c2Cl)c(OC)c1OC
 : 28	11	-6	-11	-12	-1	10	-6	-9	3	-14
C[C@@H](NC(=O)c1ncn(Cc2ccccc2)c1C(=O)N[C@H](C)c1ccccc1)c1ccccc1
 : 9	-18	6	4	-15	-9	-3	-3	-8	10	-28
CC(=O)NC1=NN(C(C)=O)C(c2ccccn2)S1 (stereo unspecified)
 : 3	6	-3	-7	24	-2	4	-6	-8	7	19
O=C(/C=C/c1cccc([N+](=O)[O-])c1)Nc1cc(C(=O)O)cc(C(=O)O)c1
 : 4	3	1	-9	-17	2	-17	4	-2	5	2
COc1ccc(NC(=O)CSc2nnc3ccc(-c4ccncc4)nn23)cc1OC
 : 15	5	-8	0	12	-36	0	-6	6	-11	-5
O=C1CN(c2nc3nonc3nc2N2CCCCC2)CCN1
 : -6	6	3	-9	17	12	-2	-1	-12	0	-20
Cc1cc(NC(=O)CSCC(=O)Nc2ccccc2OC(F)F)no1
 : -1	-19	-9	5	18	3	4	-3	4	-8	-4
COCCn1c(-c2cccs2)csc1=Nc1cccnc1
 : -28	-4	-11	15	9	8	2	-3	2	-7	18
Cc1ccccc1Nc1c(-c2ccncc2)nc2ccc(Cl)cn12
 : 33	-37	4	-15	-6	22	-21	-25	-1	-19	-49
CCCN1CCC(NC(=O)CC2C(=O)NCCN2Cc2ccccc2C)CC1 (stereo unspecified)
 : 2	14	-5	5	22	6	1	-6	3	4	16
CC(=O)Nc1ccc(NC(=O)[C@@H](NC(=O)c2ccccc2F)C(C)C)cc1
 : 15	5	-8	6	-14	-4	-9	-25	-2	-13	15

# Further records.
# Values run as follows: TROY NFkB inh	NCOA1 inh	NOD2-RIPK2 inh	NR2F2 inh	NCOA3 inh	TRAIL sens C8	LMP1 NFkB inh	TWEAK-Fn14 inh	TLR9-MyD88 inh	NR5A2 inv ag	SRC2 inh
CCC(=O)Nc1nc2ccc3nc(C)sc3c2s1
 : -45	-60	-2	-51	-55	1	-31	-16	4	-78	-35
CCC(c1nnc(SCC(=O)Nc2cc(C)on2)o1)N(C)C (stereo unspecified)
 : 2	-29	4	2	-18	-8	-7	2	-6	13	4
COc1ccccc1NS(=O)(=O)c1cccc(C(=O)NC2CCN(Cc3ccccc3)CC2)c1
 : 22	53	6	x	28	22	32	33	-10	43	x
Cc1cc(N(C)C)nc(Nc2ccccc2)n1
 : 4	-16	-5	27	20	4	6	14	-10	-22	2
O=C(NNS(=O)(=O)c1ccccc1)c1cnn(-c2ccccc2)c1-n1cccc1
 : -7	-6	-10	-7	-42	-6	-17	-5	8	4	-2
CC(C)(C)c1cc(NS(=O)(=O)c2ccc(Br)s2)no1
 : -9	3	3	0	-4	13	-12	-17	-5	6	-6
Cn1c(=O)c2c(nc(SCCN3CCCCC3)n2Cc2ccc(Cl)cc2)n(C)c1=O
 : -13	-4	-3	-2	-13	15	6	0	-5	-16	-10
COc1ccc(N2CCN(C(=O)COCC(=O)O)CC2)cc1
 : 6	4	4	-1	18	1	3	1	-12	-18	16
O=C(c1cccc(C(F)(F)F)c1)C1CCCN(C(=O)CCn2cnnn2)C1 (stereo unspecified)
 : 1	-6	1	-29	16	-11	6	-10	5	23	-14
Cc1ccc(NC(=O)Cn2cc(C(=O)C3CC3)c3ccccc32)cc1
 : -23	10	-11	6	13	27	-7	8	-5	0	9
COc1cc(C2C(=O)c3ccccc3C2=O)ccc1O
 : -5	-24	5	-8	6	-5	9	-59	8	-1	6
O=C(O)c1cc2c(ccc3ccccc32)[nH]1
 : -18	6	-7	-8	-14	-1	8	3	-5	3	-22
O=C(CN1C(=O)CCS(=O)(=O)c2ccccc21)Nc1cccc(Cl)c1
 : 31	-11	12	-1	-1	0	-3	12	-48	-4	-13
COc1ccc(CCNC(=O)CCCn2nc(C)n3ccnc3c2=O)cc1OC
 : -3	-2	-10	-1	-28	4	-3	22	0	-14	1
CC1=C(C#N)C(=O)NC(=O)/C1=C\c1ccc(-c2cc(C)c(C)cc2[N+](=O)[O-])o1
 : 7	5	-17	-10	-1	4	2	0	2	-9	-10
COc1ccc(NC(=O)CSc2ncccc2C(=O)OC(C)C)cc1OC
 : 21	2	-1	58*	-3	8	21	14	-11	10	23
Cc1ccc(S(=O)(=O)N2CCN(C(=O)Cc3ccc(S(=O)(=O)N4CCOCC4)s3)CC2)cc1
 : -10	1	-1	14	6	3	-5	2	-5	-17	24
COC(=O)c1c(NC(=O)C2COc3ccccc3O2)sc2c1CCN(C(C)=O)C2 (stereo unspecified)
 : 30	-12	-5	-4	0	12	14	55*	8	41	-25
COCCN(C(=O)COC(=O)Cc1cccc(OC)c1)c1c(N)n(Cc2ccccc2)c(=O)[nH]c1=O
 : 14	5	-3	-31	6	7	3	8	11	2	-27

# As a short view, part of the list above.
# Values run as follows: TROY NFkB inh	NCOA1 inh	NOD2-RIPK2 inh	NR2F2 inh	NCOA3 inh	TRAIL sens C8	LMP1 NFkB inh	TWEAK-Fn14 inh	TLR9-MyD88 inh	NR5A2 inv ag	SRC2 inh
CCC(=O)Nc1nc2ccc3nc(C)sc3c2s1
 : -45	-60	-2	-51	-55	1	-31	-16	4	-78	-35
CCC(c1nnc(SCC(=O)Nc2cc(C)on2)o1)N(C)C (stereo unspecified)
 : 2	-29	4	2	-18	-8	-7	2	-6	13	4
COc1ccccc1NS(=O)(=O)c1cccc(C(=O)NC2CCN(Cc3ccccc3)CC2)c1
 : 22	53	6	x	28	22	32	33	-10	43	x
Cc1cc(N(C)C)nc(Nc2ccccc2)n1
 : 4	-16	-5	27	20	4	6	14	-10	-22	2
O=C(NNS(=O)(=O)c1ccccc1)c1cnn(-c2ccccc2)c1-n1cccc1
 : -7	-6	-10	-7	-42	-6	-17	-5	8	4	-2
CC(C)(C)c1cc(NS(=O)(=O)c2ccc(Br)s2)no1
 : -9	3	3	0	-4	13	-12	-17	-5	6	-6
Cn1c(=O)c2c(nc(SCCN3CCCCC3)n2Cc2ccc(Cl)cc2)n(C)c1=O
 : -13	-4	-3	-2	-13	15	6	0	-5	-16	-10
COc1ccc(N2CCN(C(=O)COCC(=O)O)CC2)cc1
 : 6	4	4	-1	18	1	3	1	-12	-18	16
O=C(c1cccc(C(F)(F)F)c1)C1CCCN(C(=O)CCn2cnnn2)C1 (stereo unspecified)
 : 1	-6	1	-29	16	-11	6	-10	5	23	-14
Cc1ccc(NC(=O)Cn2cc(C(=O)C3CC3)c3ccccc32)cc1
 : -23	10	-11	6	13	27	-7	8	-5	0	9

# An excerpt, so the mix of outcomes need not match the whole.
